Caspase-7 inhib: caspase-7 (human) inhibition, allosteric or competitive | P55210 | recombinant caspase-7, Ac-DEVD-AFC fluorescence rate | Potency, µM (series often up to 57.5 µM), without a hit: at the highest dose activity change, negative = inhibition, most hits filed as inhibitors | actives 0.02% (n = 75,000) | AID 889; active = well fitted inhibition curve with a large enough effect in the main read-out, with a control signal flat, not every such curve was filed as active; inconclusive = small, poorly fitted or top-dose-only effect, or a change in a side signal; also: potency is read from the fitted curve at half-maximal effect; % of control where 0% means no effect
A350 autofl: compound fluoresces in the Alexa 350 spectral region; AID 590; max dye-equivalent concentration, M; Compound autofluorescence, 340/450 nm, Alexa 350 dye-equivalents; stronger effect = higher value; actives 11% (n = 59,000); in the data active = max dye-equivalent concentration above about 10 nM; inconclusive = mostly about 1.1 nM to 9.6 nM
FLuc inh: blocks Photinus pyralis firefly luciferase activity | purified firefly luciferase, luminescence, 8 min | actives 2.2% (n = 72,000) | Potency, µM (highest dose often 57.1 µM), for the others: top-dose activity change, negative = inhibition, hits mostly inhibitors | P08659; also: potency is read from the fitted curve at half-maximal effect; % is scaled to controls: 0 for no effect and ±100 for the full control effect; nearly all actives have a fitted effect of over 40% in size
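Substrate buffer containing 10 uM ATP (pH 7.2 imidazole, Mg2+, KCl, detergent, BSA) is dispensed, compound pinned in, then luciferase/luciferin detector mix added. After 8 min at ambient temperature, light output is measured.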
HEK293 cAMP ctrl: counter-screen for TSHR agonists: cAMP increase in parental HEK293; Potency, µM (doses to about 57.1 µM), without a hit: top-dose activation, usual class: activators; AID 938; actives 2.5% (n = 73,000); parental HEK293 CNG cAMP sensor, membrane potential fluorescence; also: potency is read from the fitted curve at half-maximal effect; % of control where 0% means no effect; nearly all actives have a fitted effect of over 55% in size
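Parental HEK 293 cells stably expressing a modified CNG channel (no TSHR) report cAMP rise as membrane depolarization. Membrane potential dye with 100 uM RO 20-1724 was loaded for 60 min at room temperature, then compound added for 30 min; fluorescence read at 590 nm.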
CRE Fsk mod: CRE-bla signaling modulation under forskolin stimulation | CHO CRE-bla reporter (cAMP response element driving beta-lactamase), forskolin EC10, beta-lactamase ratio | Potency, µM (titrated, usually from 38.2 µM), for inactives: at the highest dose activity change, negative = inhibition, most hits filed as activators | AID 662 | actives 2.5% (n = 71,000); active = well fitted activation curve with a large enough effect in the signal ratio, with a control signal flat, not every such curve was filed as active; inconclusive = small, poorly fitted or top-dose-only effect, or effect the other way, or a change in a side signal; the % refers to the signal ratio; also: potency is read from the fitted curve at half-maximal effect; % of control where 0% means no effect
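Using CellSensor CRE-bla CHO cells in Opti-MEM with 0.5% dialyzed FBS, compounds were titrated with EC10 NKH 477 for 3 h at 37 °C. CCF4 ratio (460/530 nm) gave %Activity; AC50 derived.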
BRCT inh red: disrupts BRCA1 BRCT binding to phosphoprotein, red fluorophore readout; BRCT-phosphopeptide binding, red fluorescence polarization; Potency, µM (highest dose often 76.9 µM), for the others: top-dose activity change, negative = inhibition, most hits filed as inhibitors; actives 0.03% (n = 75,000); also: % is scaled to controls: 0 for no effect and ±100 for the full control effect
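Rhodamine-labelled pBACH1 10-mer (100 nM) bound to BRCT domain (100 nM) at pH 7.3; compounds incubated 12 min room temperature, polarization read. Free peptide defines full inhibition; unlabelled decapeptide titrated as control.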
ERK AVP block: vasopressin-driven ERK pathway inhibition. HEK293-V1b, vasopressin-stimulated pERK AlphaScreen. actives 0.99% (n = 72,000). Potency, µM (doses to about 57.5 µM), for inactives: at the top dose activity, negative = inhibition, usual class: inhibitors; also: potency is read from the fitted curve at half-maximal effect; % is scaled to controls: 0 for no effect and ±100 for the full control effect; nearly all actives have a fitted effect of over 55% in size
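HEK293 cells stably expressing V1b receptor, preincubated 30 min at 37 °C with compound, then stimulated 5 min with 25 nM vasopressin. Phospho-ERK by AlphaScreen SureFire after 5 h RT; normalized to DMSO and vasopressin; AC50 by Hill fit.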
Tau fil binding: binders of human tau filaments; Potency, µM (highest dose often 57.1 µM), for inactives: at the highest dose activity change, negative = inhibition; P10636; recombinant tau filaments, thioflavin S fluorescence, 15 h; filaments grown with octadecylsulfate alongside compound; AID 596; actives 2% (n = 71,000);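 also: potency is read from the fitted curve at half-maximal effect; % is scaled to controls: 0 for no effect and ±100 for the full control effect; actives lower thioflavin S fluorescence by blocking filaments or displacing dye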
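Thioflavine S fluorescence (ex 450, em 510 nm) reports filaments formed from 1 uM human tau plus 30 uM ODS over 15 h at 37 C (10 mM HEPES pH 7.4, 100 mM NaCl, 5 mM DTT); compounds displacing dye or blocking filaments lower signal.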
BRCT PPI green: BRCA1 BRCT-phosphoprotein interaction inhibition; Potency, µM (top dose mostly 76.9 µM), for inactives: at the top dose activity change, negative = inhibition, hits mostly inhibitors; P38398; actives 0.05% (n = 75,000); BRCA1 BRCT-phosphopeptide binding, green fluorescence polarization;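 also: potency is read from the fitted curve at half-maximal effect; plate controls were peptide without protein for full effect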
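Fluorescence polarization: His-tagged BRCT (~35 kDa BRCA1 C-terminus, 250 nM) bound to 100 nM fluorescein-labeled phosphorylated 10-aa BACH1 peptide, pH 7.3 phosphate buffer with DTT and Tween 20. Compounds incubated 12 min at room temperature; inhibition read as lowered polarization.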
USP2a inhib: USP2a (human) protease inhibition; USP2a enzymatic assay, qHTS inhibition; actives 0.1% (n = 60,000); Potency, µM (series often up to 38.3 µM), without a hit: at the top dose activity change, negative = inhibition, actives largely listed as inhibitors; O75604;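 also: potency is read from the fitted curve at half-maximal effect; nearly all actives have a fitted effect of over 60% in size; plate controls were DMSO for no effect and NEM full inhibition control for full effect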
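USP2 core (20nM final) preincubated 30 min RT with compound, then Ub-PLA2 20nM and NBD C6-HPC 20uM final added; buffer 20mM Tris-HCl pH 8.0, 2mM CaCl2. Fluorescence Ex 460/Em 535 read at 0 and 2.5 h; normalized to NEM.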
Caspase-1 inhib: blocks human caspase-1 allosterically or competitively; AID 900; Potency, µM (doses to about 57.5 µM), inactives show at the highest dose activity change, negative = inhibition, usual class: inhibitors; actives 0.03% (n = 75,000); Caspase-1 enzyme, Ac-WEHD-AFC fluorogenic rate;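 also: potency is read from the fitted curve at half-maximal effect; plate controls were vehicle for no effect and no substrate for full effect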
Starred values were filed as active, the others as inactive; i = inactive; ? = inconclusive; nt = no result given; & = joins results of further samples; [ ] = another dose, or the depositor's remark. Unless noted, calls follow the shape of the dose curve; as a rule, active = well fitted curve in the direction sought with a large enough effect; inconclusive = small, poorly fitted or top-dose-only effect, or another doubt; inactive = no such curve, though single readings can be large; an effect the other way counts as inactive or inconclusive.

Every second line gives: Caspase-7 inhib	A350 autofl	FLuc inh	HEK293 cAMP ctrl	CRE Fsk mod	BRCT inh red	ERK AVP block	Tau fil binding	BRCT PPI green	USP2a inhib	Caspase-1 inhib
COC(=O)CCC(=O)Nc1sc2c(c1C#N)CCCC2
  1%	i	-2%	21%	?	1.3%	?	-6%	0.2%	13%	-1%
N#Cc1nc(-c2ccco2)oc1N1CCN(c2ccccc2)CC1
  0%	?	1%	?	?	0.4%	-14%	17%	-3.7%	-8%	-3%
O=C(CSc1nc2ccncc2[nH]1)Nc1ccccc1C(F)(F)F
  0%	i	2%	6%	?	0.2%	?	-12%	-1.0%	3%	2%
Cn1c(=O)n(C)c2cc(NC(=O)C(F)(F)F)ccc21
  -8%	i	2%	-4%	?	0.0%	-12%	20%	-0.7%	-25%	-12%
Cc1cc(NC(=O)c2cc(-c3ccncc3)nc3c(C)cccc23)no1
  -6%	?	-1%	32µM*	?	2.7%	-17%	3.2µM*	-2.5%	53%[activator]	1%
O=C(Nc1ccccc1)N1CC2(CCN(C(=O)c3ccncc3)CC2)C1
  0%	i	1%[11.4 µM]	13%	-1%	-2.0%	20%	3%	-3.0%	-3%	-2%
Cc1nnc(NC(=O)c2ccc3ccccc3c2)o1
  0%	1.3e-08M*	?	15%	?	0.6%	6%	8%	0.6%	7%	1%
CCn1c(COc2cccc(OC)c2)nnc1SCC(=O)N1CCOCC1
  3%	i	2%	4%	-5%	0.3%	-17%	3%	-1.4%	nt	0%
COc1ccccc1CCNC(=O)C1CCCO1 (stereo unspecified)
  -2%	i	-1%	-2%	-2%	0.1%	-5%	3%	-1.1%	-2%	0%
Cc1ccc(S(=O)(=O)N2CCCC2C(=O)OCc2nc3ccccc3s2)cc1 (stereo unspecified)
  -2%	i	1%	11%	-1%	0.5%	25%	12%	0.8%	-1%	-5%
CCSc1nc(-c2ccc(OC)cc2)ccc1C#N
  -15%	1.1e-07M*	3%	?	?	-6.2%	1%	13%	0.4%	-4%	-8%
Cc1ccc(C)c(OCC(O)CN2CCC(C)CC2)c1C (stereo unspecified)
  -1%	i	3%	19%	-5%	0.7%	5%	10%	-2.6%	-5%	-1%
NC(=O)C1(N2CCCCC2)CCN(C(=O)c2cccs2)CC1
  1%	nt	2%	4%	11%	0.3%	nt	1%	-0.3%	nt	-4%
CCC(C)(C)n1nnnc1C(C(C)C)N(CCCO)Cc1cc2cc(C)ccc2[nH]c1=O (stereo unspecified)
  -13%	?	-4%	?	13%	-1.1%	-7%	12%	3.5%	32%[activator]	-13%
CC1CCN(C(=O)N[C@@H](Cc2ccccc2)C(=O)O)CC1
  0%	i	2%	8%	?	0.9%	5%	-3%	-1.6%	2%	0%
N#Cc1ccccc1CSc1ccccn1
  -1%	i	1%	4%	-2%	1.1%	2%	3%	-0.4%	-2%	-1%
O=C1C[C@@H](O)[C@@H](O)[C@H]2[C@@H]3C(=O)N(Cc4ccccc4)C(=O)[C@@H]3CC[C@H]12
  -2%&0%[11.5 µM]	nt	-1%&1%[11.4 µM]	?	nt	0.0%&1.1%[15.4 µM]	4%&8%[11.5 µM]	nt	-0.7%&-1.7%[15.4 µM]	nt	-1%&-2%[11.5 µM]
CCC(=O)c1cn(CC(=O)NCc2cccnc2)c2ccccc12
  1%	i	-1%	1%	7%	0.7%	-13%	3%	-1.1%	-7%	1%
CCOC(=O)CNC(=O)C1c2cc(OC)c(OC)cc2C(=O)N(C)C1c1ccccc1F (stereo unspecified)
  -2%	i	1%	8%	3%	-0.6%	-10%	11%	1.5%	2%	0%
COCCCNC(=O)C(F)(F)C(F)(F)C(=O)NCCCOC
  0%	nt	1%	-6%[11.4 µM]	?	-0.3%	-4%	8%[11.4 µM]	-2.3%	-3%[7.66 µM]	0%

Every second line gives: Caspase-7 inhib	A350 autofl	FLuc inh	HEK293 cAMP ctrl	CRE Fsk mod	BRCT inh red	ERK AVP block	Tau fil binding	BRCT PPI green	USP2a inhib	Caspase-1 inhib
COc1ccc(C2=NOC(C(=O)NCc3ccccc3)C2)cc1 (stereo unspecified)
  -1%	i	1%	?	?	0.6%	-13%	0%	0.3%	2%	2%
C=CCN=C(NC#N)SCC(=O)NCc1ccccc1
  -5%	i	1%	-3%	2%	0.3%	-10%	-1%	14%	19%	-1%
O=C(CSc1nnc(NC(=O)C2CC2)s1)Nc1ccc(F)cc1
  -1%	i	3%	13%	-4%	0.9%	-14%	21%	-0.9%	nt	-2%
C=CCn1c(COc2ccc(Cl)cc2)nnc1SCc1ccc(C#N)cc1
  -6%	i	2%	?	?	-1.4%	-27%	8%	0.3%	8%	?
CCCn1c(NC(=O)c2cccc(S(=O)(=O)N3CCCC3)c2)nc2ccccc21
  -2%	3e-08M*	2%	16µM*	?	-1.9%	?	28%	0.8%	9%	-2%
Cc1ccc(S(=O)(=O)N(CC(=O)N2CCOCC2)CC(=O)N2CCOCC2)cc1
  0%	i	1%	2%	13%	-0.5%	-8%	-4%	-0.6%	2%	-1%
CC1CN(S(=O)(=O)c2ccc(NC(=O)c3ccco3)cc2)CC(C)O1 (stereo unspecified)
  2%	i	0%	9%	15%	-1.4%	-5%	-14%	5.3%	nt	0%
COCCn1c(C)cc(C(=O)COc2nc3ccccc3nc2C)c1C
  7%	?	1%	16%	?	0.9%	-11%	4%	0.7%	1%	0%
CC(C)=CCC/C(C)=C/CO/N=C1/C[C@@H](O)[C@@H](O)[C@@H]2[C@@H]3C(=O)N(C[C@@H]4CCCO4)C(=O)[C@H]3CC[C@H]12
  1%[11.5 µM]	nt	0%[11.4 µM]	-3%[11.4 µM]	nt	1.4%[15.4 µM]	20%[11.5 µM]	nt	-1.1%[15.4 µM]	nt	-1%[11.5 µM]
CCOC(=O)c1cnc2sccn2c1=O
  -1%	?	0%	5%	-5%	0.0%	-11%	11%	-0.4%	-6%	3%
O=c1c2ccccc2nc(SCc2nnc(-c3ccccc3)o2)n1-c1ccccc1
  -1%	nt	4%	?	?	1.0%	-21%	160%	-1.0%	19%	-2%
CNC(=O)CSc1nnnn1-c1ccc(C)cc1C
  1%	i	1%	6%	8%	1.6%	-22%	3%	-0.5%	-8%	-3%
COC(=O)C1=C(C)N(C)C(=O)NC1c1ccc(O)c(OC)c1 (stereo unspecified)
  1%	nt	-1%	9%	9%	0.2%	nt	-10%	-1.4%	nt	-2%
Cc1cc(Nc2ccccc2F)n2nc(C)nc2n1
  -2%	nt	0%	-20%	?	0.1%	-9%	-9%	-1.3%	nt	0%
COc1cccc(C2C(C)CCC3C(=O)N(C)C(C(C)C)C(=O)N32)c1 (stereo unspecified)
  0%[11.5 µM]	nt	nt	-1%[11.4 µM]	nt	-0.9%[15.4 µM]	23%[11.5 µM]	nt	0.3%[15.4 µM]	nt	-3%[11.5 µM]
O=C(NC1CCS(=O)(=O)C1)C1CCCCN1S(=O)(=O)c1ccc(Cl)cc1 (stereo unspecified)
  -2%	i	-4%	0%	-13%	-1.0%	8%	2%	-2.3%	9%	-1%
O=C(Nc1ccc(F)cc1)N1CCn2c(nc3ccccc32)C1
  -1%	?	-1%	-2%	7%	-0.5%	-15%	-2%	-1.2%	4%	-2%
Cc1nc2ccccc2c2c1C(=O)N(CCC1=CCCCC1)C2=O
  -1%	?	0%	?	5%	0.0%	-12%	?	-4.4%	23%	-4%
Cc1ccc(-c2nc(CS(=O)CC(=O)NCc3ccccn3)c(C)o2)cc1 (stereo unspecified)
  -2%	nt	-2%	4%	-9%	-1.0%	-6%	-13%	0.4%	nt	0%
CCCOC(=O)c1ccc(Nc2cc(C)nc3ncnn23)cc1
  0%	i	1%	22%	?	-0.3%	-17%	8%	2.4%	15%	-1%
COc1ccc(NC(=O)Cc2nc3ccccc3[nH]2)cc1
  1%	nt	-2%	9%	-3%	1.6%	-21%	-11%	-2.1%	15%	-2%
Cc1cc(NC(=O)c2cccc(S(=O)(=O)N3CCCCCC3)c2)n(-c2ccccn2)n1
  -3%[0.00368 µM]	i	1%	18%	24%	-0.2%	-2%	-2%	-2.6%	2%	0%

Screening results: PubChem BioAssay, National Center for Advancing Translational Sciences (NCATS)
